High-throughput results deposited in PubChem BioAssay by National Center for Advancing Translational Sciences (NCATS).
GAA inh – blocks human lysosomal alpha-glucosidase; purified human GAA, 4-MU-alpha-glucoside fluorescence; Potency, µM (top dose mostly 76.9 µM), inactives show top-dose activity change, negative = inhibition, actives largely listed as inhibitors; hit rate 0.005% among 200,000; AID 1466;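 further: plate controls were uninhibited enzyme wells for no effect and no-enzyme background for full effect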
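Read-out is 4-methylumbelliferone fluorescence (Ex 365/Em 440 nm) after NaOH/glycine stop at pH 10. Enzyme 4 nM, substrate 400 uM, pH 5.0 citrate buffer, 20 min room temperature; AC50 from Hill-equation concentration-response.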
SMN2 splice up – increases expression of the SMN2 splice variant; Potency, µM (titrated, usually from 46.1 µM), for the others: at the highest dose activity change, positive = activation, most hits filed as activators; HEK293 SMN2-luciferase splicing reporter, luminescence, 30-36 h; hit rate 2.8% among 210,000; further: % of control where 0% means no effect; nearly all actives have a fitted effect of over 55% in size
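qHTS luciferase splicing reporter: luminescence rises when SMN2 exon 7 is included in transfected HEK293 cells. Compound exposure lasted 30-36 h at 37C, with 4.5 mM final sodium butyrate as control, followed by a ONE-Glo read.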
GoLoco inh red – blocks human Gai1 binding to RGS12 GoLoco peptide, red readout. Gai1:RGS12 GoLoco peptide FP, rhodamine, 10 min. hit rate 0.44% among 230,000. P63096. Potency, µM (titrated, usually from 61.6 µM), for the others: top-dose activity, negative = inhibition, hits mostly inhibitors; active means well fitted inhibition curve with a large enough effect, not every such curve was filed as active; inactive means no such curve, though single readings can be large or run the other way; further: on the % scale 0 is the no-effect control and ±100 the full control effect; nearly all actives have a fitted effect of over 30% in size; many of its hits are not listed in these tables
Target sequence (P63096 whole entry, looked up): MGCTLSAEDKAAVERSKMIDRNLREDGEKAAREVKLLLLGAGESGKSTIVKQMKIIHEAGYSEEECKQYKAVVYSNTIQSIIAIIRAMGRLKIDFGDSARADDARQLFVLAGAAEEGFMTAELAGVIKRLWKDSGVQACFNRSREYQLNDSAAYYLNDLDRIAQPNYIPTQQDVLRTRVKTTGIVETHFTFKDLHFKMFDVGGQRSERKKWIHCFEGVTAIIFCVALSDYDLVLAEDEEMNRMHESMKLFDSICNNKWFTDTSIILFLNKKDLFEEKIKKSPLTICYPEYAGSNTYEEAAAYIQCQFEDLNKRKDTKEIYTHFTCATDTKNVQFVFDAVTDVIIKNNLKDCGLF
aGal spleen mod – inhibits or activates alpha-galactosidase in human spleen homogenate; P06280; human spleen homogenate, 4MU-alpha-Gal fluorescence, 40 min; Potency, µM (top dose mostly 80 µM), for inactives: at the highest dose activity change, negative = inhibition, hits mostly inhibitors; hit rate 0.008% among 240,000;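 further: 0% = enzyme with vehicle and -100% = no enzyme basal signal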
Target sequence (P06280 32-429 limits assumed): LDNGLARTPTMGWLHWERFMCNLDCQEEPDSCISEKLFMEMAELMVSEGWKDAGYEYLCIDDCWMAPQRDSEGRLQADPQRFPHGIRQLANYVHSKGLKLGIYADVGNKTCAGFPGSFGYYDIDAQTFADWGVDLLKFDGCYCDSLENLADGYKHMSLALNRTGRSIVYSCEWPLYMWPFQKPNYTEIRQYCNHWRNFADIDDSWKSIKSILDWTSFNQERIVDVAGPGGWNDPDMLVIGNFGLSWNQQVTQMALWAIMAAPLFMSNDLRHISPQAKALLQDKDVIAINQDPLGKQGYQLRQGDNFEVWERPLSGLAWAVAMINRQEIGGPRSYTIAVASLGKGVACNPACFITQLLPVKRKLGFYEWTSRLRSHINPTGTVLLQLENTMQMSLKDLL
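Fluorogenic readout (Ex 365/Em 440 nm) of 4-methylumbelliferone released from 1 mM 4-MU-alpha-galactoside by spleen homogenate, 40 min at 37C, pH 5.0. Data normalized to no-enzyme and enzyme controls; Hill-equation AC50 from compound titrations.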
GAA glycogen mod – inhibitors or activators of human alpha-glucosidase glycogen cleavage | AID 2100 | Potency, µM (titrated, usually from 76.4 µM), inactives show top-dose activity change, negative = inhibition, usual class: inhibitors | hit rate 0.38% among 300,000 | P10253 | recombinant GAA, glycogen substrate, Amplex Red glucose oxidase fluorescence;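 further: 0% = full enzyme reaction and -100% = no-enzyme basal signal; the screen sought inhibitors and activators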
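Recombinant human enzyme (4 nM); glycogen substrate; 37 C, 40 min, pH 5.0. Readout: coupled glucose oxidase/Amplex Red fluorescence.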
ALDH1A1 inh – ALDH1A1 (human) enzyme inhibition. P00352. Purified ALDH1A1, NADH fluorescence, propionaldehyde substrate. Potency, µM (titrated, usually from 75.3 µM), for the others: at the top dose activity, negative = inhibition, hits mostly inhibitors. hit rate 7.3% among 220,000. AID 1030; active means well fitted inhibition curve with a large enough effect, not every such curve was filed as active; inconclusive means small, poorly fitted or top-dose-only effect, or another doubt; inactive means no such curve, though single readings can be large or run the other way;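 further: plate controls were no enzyme wells and a reference inhibitor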
KDM4E inh – inhibitors of human JMJD2E histone demethylase; Potency, µM (doses to about 57.1 µM), inactives show at the top dose activity change, negative = inhibition, actives largely listed as inhibitors; hit rate 1.6% among 230,000; JMJD2E catalytic domain, FDH-coupled NADH fluorescence (FDH is formaldehyde dehydrogenase); B2RXH2; active means well fitted inhibition curve with a large enough effect, not every such curve was filed as active; inconclusive means small, poorly fitted or top-dose-only effect, or another doubt; inactive means no such curve, though single readings can be large or run the other way;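 further: 0% = wells with enzyme and -100% = buffer wells without enzyme; nearly all actives have a fitted effect of over 50% in size; many of its hits are not listed in these tables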
Target sequence (B2RXH2 1-337 limits assumed): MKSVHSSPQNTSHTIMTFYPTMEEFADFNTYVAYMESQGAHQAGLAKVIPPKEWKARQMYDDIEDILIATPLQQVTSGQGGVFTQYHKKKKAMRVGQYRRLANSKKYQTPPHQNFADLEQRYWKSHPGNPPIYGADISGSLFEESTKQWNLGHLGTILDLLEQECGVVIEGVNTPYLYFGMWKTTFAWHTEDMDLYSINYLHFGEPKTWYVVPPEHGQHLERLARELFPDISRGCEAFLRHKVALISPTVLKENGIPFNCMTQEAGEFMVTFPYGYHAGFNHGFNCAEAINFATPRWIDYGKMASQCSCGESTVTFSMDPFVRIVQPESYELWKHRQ
GAA spleen mod – lysosomal alpha-glucosidase (human) modulation; P10253; human spleen homogenate, 4-MU-alpha-glucoside fluorescence; Potency, µM (titrated, usually from 79.9 µM), for the others: at the highest dose activity change, negative = inhibition, usual class: inhibitors; hit rate 0.006% among 240,000; AID 2112;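 further: 0% = enzyme with vehicle and -100% = no enzyme basal signal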
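Compounds were titrated against alpha-glucosidase in spleen homogenate at pH 5.0, with 1 mM 4-methylumbelliferyl substrate for 40 min at 37 C. Reactions were quenched with pH 10 NaOH/glycine and fluorescence measured.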
Numbers without * were called inactive; ? = inconclusive; · = not tested or not shown; & = joins results of further samples; [ ] = another dose, or the depositor's remark. Unless noted, the call rests on the fitted dose curve; in most records, active means well fitted curve in the direction sought with a large enough effect; inconclusive means small, poorly fitted or top-dose-only effect, or another doubt; inactive means no such curve, though single readings can be large; an effect the other way counts as inactive or inconclusive. Potency means the concentration at half of the fitted maximal effect. A portion of the library; count on the stated rates, not on these rows.

SMILES	GAA inh	SMN2 splice up	GoLoco inh red	aGal spleen mod	GAA glycogen mod	ALDH1A1 inh	KDM4E inh	GAA spleen mod
COC(=O)CC1C(C)(C)C(=O)C2CC3=C(CC[C@]4(C)C3=CC(=O)OC4c3ccoc3)[C@@]1(C)C2=O (stereo not given in full)	·	-2.0%	3.2%	-0.7%	·	5.2%	5.6%	7.1%
CC1(C)CC(=O)C2=C(C1)OC(=O)CC2c1cccs1 (stereo not given)	·	·	-15.0%	-6.3%	?	·	-6.4%	0.3%
CC1(C)Cc2c(sc3c2c(=O)n(Cc2ccccc2)c2nncn32)CO1	-2.3%	-10.6%	3.0%	-7.7%	5.4%	4.3%	-1.2%	-0.3%
O=C(Nc1nc2ccccc2s1)C1c2ccccc2Oc2ccccc21	1.3%	-22.3%	2.7%	6.7%	-2.4%	1.4%	-7.6%	0.8%
O=C1CN2C(=Nc3ccc(Cl)cc3C2c2ccccc2)CN1 (stereo not given)	-6.5%	-2.5%	7.5%	-4.0%	9.0%	4.6%	-8.9%	-3.1%
CC1=NN2C(=N)/C(=C\c3cc(C)n(-c4ccccc4)c3C)C(=O)N=C2S1	-1.7%	-34.1%[inhibitor]	15.9%	-1.5%	4.3%	?	?	-0.3%
COCCNC(=O)C(NC(=O)C1CCCCC1)C12CC3CC(CC(C3)C1)C2 (stereo not given)	-3.0%	-1.8%	1.3%	5.9%	-5.1%	5.9%	3.2%	-3.1%
CCOC(=O)c1cnc2nc(NCc3ccc(OCc4ccccc4)cc3)[nH]n2c1=O	4.3%	18.7%	14.8%	-8.2%	9.2%	1.0%	3.6%	-3.7%
CCC(CC)NC(=O)Nc1ccccc1C	13.9%	-14.8%	-5.8%	1.7%	18.3%	3.5%	7.3%	3.9%
O=C1CC(Nc2ccc(N3CCOCC3)cc2)C(=O)N1c1cccc(C(F)(F)F)c1 (stereo not given)	-2.5%	1.3%	-16.5%	4.1%	24.9µM*	8.91µM*	?	-1.3%
COC(=O)c1[nH]c2ccc(F)cc2c1NC(=O)Nc1ccc(OC)cc1	3.2%	10.4%	-1.2%	0.6%	8.1%	-3.7%	?	-4.7%
O=C(O)c1ccccc1C(=O)Nc1ccc(-c2csc(-c3ccccc3)n2)cc1	0.6%	71.8%	7.5%	-8.1%	14.6%	?	?	-1.3%
CCOC(=O)N1CCN(C(=O)CS(=O)(=O)c2cn(Cc3cccc(F)c3)c3ccccc23)CC1	-9.5%	-8.2%	1.5%	7.8%	1.6%	?	-2.3%	5.4%
c1ccc(CN2CCC(Nc3nc(-c4cccs4)nc4ccccc34)CC2)cc1	-5.0%	-34.5%[inhibitor]	-2.6%	5.1%	-7.9%	3.7%	?	-5.2%
CC(C)C12CN(C(=O)c3ccccc3[N+](=O)[O-])CC(C(C)C)(CN(C(=O)c3ccccc3[N+](=O)[O-])C1)C2=O	·	·	8.1%	1.6%	-0.1%	·	-0.9%	2.0%
CCn1c(SCC(=O)c2cc(C)n(C)c2C)nnc1-c1ccccc1	-3.1%	-2.6%	-0.9%	8.7%	11.8%	-2.9%	-7.0%	3.7%
Cn1ncc2c1ncn1nc(CCc3ccccc3)nc21	8.0%	?	5.1%	-4.7%	-8.9%	?	1.8%	1.9%
O=C(O)c1ccc(-c2nc(-c3ccc(Cl)cc3Cl)cs2)cc1	-2.1%	11.2µM*	11.7%	-8.3%	-4.7%	-18.3%	?	·
COc1ccc(C2c3sc(=O)[nH]c3SC3C4CCC(C4)C23)cc1 (stereo not given)	0.8%	-29.8%	6.5%	-1.8%	-9.4%	22.4µM*	2.2%	-2.0%
CC(=O)c1c(C(C)=O)c(C)n(-c2nc(-c3ccc(C)c(C)c3)c(C)s2)c1C	-7.7%	-40.5%[inhibitor]	-3.4%	-0.4%	-2.5%	2.1%	0.5%	2.1%
O=C(CCS(=O)(=O)Cc1ccccc1)NC1CCCCC1	0.9%	13.4%	1.9%	-21.9%	3.5%	-9.8%	5.6%	-2.5%
CCCCC(=O)NS(=O)(=O)c1ccc(NS(C)(=O)=O)cc1	-1.6%	11.2%	13.0%	3.8%	-3.3%	8.3%	0.4%	-4.0%
O=C(C(c1ccccc1)c1ccccc1)N1CCN(CC(O)COc2ccccc2)CC1 (stereo not given)	1.7%	-5.3%	0.8%	-5.4%	-1.0%	-63.8%	3.8%	0.6%
COc1ccc(C(OC(=O)c2ccco2)C(=O)NCC2CCCO2)cc1 (stereo not given)	1.3%	·	·	11.3%	13.2%	?	-6.6%	6.5%
COC(=O)c1nn(-c2ccccc2)c(Cl)c1/C=N/OC(=O)c1ccc(Cl)c(Cl)c1	4.4%	-15.1%	-7.8%	-6.2%	-2.0%	1.4%	4.3%	-8.7%
CCOC(=O)Cc1csc(NC(=O)Cc2ccccc2[N+](=O)[O-])n1	0.7%	1.0%	-4.6%	3.8%	-2.7%	0.0%	2.4%	2.9%
CCC(Cc1ccccc1)NC(=O)CSc1ccsc1[N+](=O)[O-] (stereo not given)	-8.4%	3.2%	-3.3%	-9.3%	0.8%	-3.8%	7.1%	-13.3%
CCOCCn1c(SC(C)C(C)=O)nc2c1c(=O)[nH]c(=O)n2C (stereo not given)	·	·	7.3%	-20.4%	9.4%	·	2.7%	1.7%
CCn1c(=O)c2c(nc(SCc3ccccn3)n2C)n(C)c1=O	-2.1%	-12.5%	1.6%	-23.7%	11.0%	-2.0%	10.9%	-11.7%
O=C(Nc1ccccc1)C1=C[C@@H](C2CC2)C[C@@H](OCc2ccc(CO)cc2)O1	·	·	5.3%	8.6%	-8.5%	?	-4.8%	0.1%

Among those listed so far, these contain an aryl methoxy group.
SMILES	GAA inh	SMN2 splice up	GoLoco inh red	aGal spleen mod	GAA glycogen mod	ALDH1A1 inh	KDM4E inh	GAA spleen mod
COC(=O)c1[nH]c2ccc(F)cc2c1NC(=O)Nc1ccc(OC)cc1	3.2%	10.4%	-1.2%	0.6%	8.1%	-3.7%	?	-4.7%
COc1ccc(C2c3sc(=O)[nH]c3SC3C4CCC(C4)C23)cc1 (stereo not given)	0.8%	-29.8%	6.5%	-1.8%	-9.4%	22.4µM*	2.2%	-2.0%
COc1ccc(C(OC(=O)c2ccco2)C(=O)NCC2CCCO2)cc1 (stereo not given)	1.3%	·	·	11.3%	13.2%	?	-6.6%	6.5%

(list continues)
SMILES	GAA inh	SMN2 splice up	GoLoco inh red	aGal spleen mod	GAA glycogen mod	ALDH1A1 inh	KDM4E inh	GAA spleen mod
NC(=O)C1CCCN(C(=S)Nc2ccccc2)C1 (stereo not given)	0.0%	-20.7%	14.8%	4.4%	-0.8%	9.7%	16.9%	-8.6%
COc1ccc(CCNc2nnc(C)c(=O)[nH]2)cc1OC	-14.4%	-9.9%	4.6%	6.4%	9.2%	3.2%	1.2%	3.7%
Cc1ccc(SCC(=O)N2CCc3ccccc32)cc1	-14.5%	?	2.0%	?	5.9%	9.7%	6.3%	-15.9%
CCC1=C(OC(=O)N(CC)CC)N2C(=O)OC(=NCCOC)[C@]2(C)[C@H]2C1=CC[C@H]1C(=O)N(CC)C(=O)[C@H]12	·	-2.3%	-7.1%	3.9%	·	-8.0%	-25.5%	-5.3%
O=C(c1nn(Cc2ccccc2)c(=O)c2ccccc12)N1CCc2ccccc2C1	-20.4%	-5.0%	-5.3%	6.9%	3.1%	0.891µM*	-4.3%	-3.0%
OC1(c2ccccn2)COc2ccccc2O1 (stereo not given)	·	·	-14.5%	28.7%	-4.4%	·	-3.8%	1.1%
O=C(c1cc(C(F)(F)F)cc(C(F)(F)F)c1)N1CCC2(CCCN(c3ccncc3)C2)CC1	·	-9.1%	-0.3%	6.1%	·	15.5%	·	-7.3%
Cc1c(C(=O)NCCCc2ccccc2)cccc1[N+](=O)[O-]	-2.8%	·	·	-0.8%	8.0%	-8.7%	-3.1%	-1.3%
CC(C)c1ccc(NC(=O)COC(=O)c2c[nH]c(=O)[nH]c2=O)cc1	1.3%	-3.2%[1.84 µM]	5.6%	4.8%	4.8%	-8.9%	-0.2%	-3.4%
CCCCCCCC/C=C\CCCCCCCC(=O)OC[C@@H](O)COP(=O)(O)O	·	6.3%&-0.6%	-0.1%&-5.6%	-15.8%&6.1%	·	1.6%&0.9%	-4.0%	0.9%&-5.8%
O=C1CN(C(=O)/C=C/c2cccc(Cl)c2)c2ccccc2N1	0.9%	8.1%	4.0%	-5.9%	-0.7%	-4.2%	1.0%	1.2%
Cc1ccc(OC(=O)c2ccc(N3CCOCC3)c([N+](=O)[O-])c2)cc1	-4.5%	-8.1%	3.9%	-13.1%	-4.8%	7.08µM*	-5.7%	3.0%
C(=N\n1cnnc1)/c1ccccn1	-2.1%	28.3%	2.8%	9.9%	-1.2%	17.9%	3.9%	-11.0%
CC(=O)Oc1ccc2cc(-c3ccccc3)c(=O)oc2c1	·	·	3.5%	?	1.5%	·	?	13.4%
Cc1ccc(C)c(N2CCN(CCCNC(=O)Cn3cc4c(n3)CCCCC4)CC2)c1	-5.0%	-20.5%	-6.3%	-6.1%	2.0%	6.2%	-4.7%	-3.7%
COc1ccc2[nH]c(C)c(C(=O)CN3CCOCC3)c2c1	-3.0%	27.5%	6.4%	8.8%	0.7%	?	4.1%	-4.1%
CCc1c(C)sc(NC(=O)c2cc(-c3cc(OC)ccc3OC)on2)c1C#N	-7.4%	-6.3%	14.7%	1.9%	4.2%	?	?	-0.2%
O=C(Cc1cn2ccsc2n1)Nc1nc2c(s1)CCCC2	7.2%	-22.2%	7.9%	1.6%	-15.0%	0.5%	5.6%	1.0%
N#CCSc1ccc(-c2nc3ccccc3[nH]2)cn1	?	?	13.0%	-0.2%	8.2%	-4.3%	?	0.8%
COc1ccc(S(=O)(=O)CCc2nnc(NC(=O)c3cccs3)s2)cc1	0.9%	-17.6%	2.8%	-3.1%	4.7%	4.2%	-0.7%	0.6%
Cc1ccc(/C([O-])=C(/C(=S)NCc2ccco2)[n+]2ccccc2)cc1[N+](=O)[O-]	4.7%	-9.5%	12.1%	4.4%	-13.7%	?	-1.2%	4.0%
CCOc1ccccc1CNC(=O)c1ccc(Sc2ccc(Cl)cc2)c(NC(C)=O)c1	-7.5%	-42.8%[inhibitor]	-12.8%	1.4%	-0.2%	-10.0%	-5.8%	-2.3%
CCCC(=O)NCCc1cc2ccc(OC)cc2[nH]c1=O	-15.6%	3.2%	4.3%	-3.7%	0.2%	-5.5%	?	-5.1%
